PAFAH1B2 FP inh = blocks human PAF acetylhydrolase 1b catalytic subunit 2; recombinant PAFAH1B2, FP-rhodamine activity probe, fluorescence polarization; hit rate 1.2% among 340,000; P68402; inhibition, % at 3.39 µM;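 active = inhibition above the mean of all tested compounds plus 3 SD, cut at about 24% in these data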;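 also: 0% = enzyme with DMSO and 100% = wells lacking PAFAH1B2; many of its hits are not listed in these tables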
Target sequence (P68402 whole entry, looked up): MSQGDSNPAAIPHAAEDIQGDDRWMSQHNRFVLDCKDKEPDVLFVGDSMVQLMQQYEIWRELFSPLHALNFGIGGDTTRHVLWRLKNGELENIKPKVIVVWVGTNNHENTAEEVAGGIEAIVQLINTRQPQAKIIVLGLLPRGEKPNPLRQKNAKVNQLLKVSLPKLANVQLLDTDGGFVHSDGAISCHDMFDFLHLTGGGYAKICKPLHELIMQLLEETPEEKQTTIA
LYPLA2 inh = counter-screen for PME1 inhibitors: inhibitors of human LYPLA2; O95372; recombinant LYPLA2, FP-Rh probe fluorescence polarization; inhibition, % at 5.9 µM; hit rate 0.38% among 320,000;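 active = inhibition above the screen-wide mean plus 3 SD, limit set per campaign, cut at about 26% in these data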;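 also: 0% = LYPLA2 with DMSO and 100% = wells lacking LYPLA2 enzyme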
Target sequence (O95372 whole entry, looked up): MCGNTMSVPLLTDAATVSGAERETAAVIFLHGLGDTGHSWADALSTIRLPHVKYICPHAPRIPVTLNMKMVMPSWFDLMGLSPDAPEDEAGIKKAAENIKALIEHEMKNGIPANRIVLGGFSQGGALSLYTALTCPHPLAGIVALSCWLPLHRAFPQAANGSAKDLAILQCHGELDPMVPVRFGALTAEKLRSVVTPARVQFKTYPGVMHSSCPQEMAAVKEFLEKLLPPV
pPAFAH inh = inhibitors of human plasma PAF acetylhydrolase (pPAFAH). hit rate 1.5% among 330,000. AID 463082. inhibition, % at 3.39 µM. Q13093. recombinant pPAFAH, FP-rhodamine probe fluorescence polarization;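 active = inhibition above the mean inhibition across the screen plus 3 SD, cut at about 25% in these data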;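 also: inhibitors block binding of the rhodamine activity-based probe so polarization drops; 0% = enzyme with DMSO and 100% = wells lacking pPAFAH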
PAFAH2 FP inh = PAFAH2 (human) inhibition; Q99487; recombinant PAFAH2, FP-rhodamine activity probe, fluorescence polarization; inhibition, % at 3.39 µM; hit rate 0.99% among 340,000; AID 492956;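 active = inhibition above the mean over all tested compounds plus 3 SD, cut at about 30% in these data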;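 also: inhibitors block probe labeling of enzyme so polarization drops; 0% = enzyme with DMSO and 100% = wells lacking PAFAH2 protein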
LYPLA1 inh = LYPLA1 (human) inhibition in PME1 counter-screen; O75608; recombinant LYPLA1, FP-Rh probe fluorescence polarization; inhibition, % at 5.9 µM; hit rate 0.16% among 320,000; AID 2174;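 active = inhibition above the mean of all tested compounds plus 3 SD, set per campaign, cut at about 14% in these data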;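 also: inhibitors block serine hydrolase probe labeling of LYPLA1 so polarization falls; 0% = enzyme with DMSO and 100% = wells lacking LYPLA1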
Target sequence (O75608 whole entry, looked up): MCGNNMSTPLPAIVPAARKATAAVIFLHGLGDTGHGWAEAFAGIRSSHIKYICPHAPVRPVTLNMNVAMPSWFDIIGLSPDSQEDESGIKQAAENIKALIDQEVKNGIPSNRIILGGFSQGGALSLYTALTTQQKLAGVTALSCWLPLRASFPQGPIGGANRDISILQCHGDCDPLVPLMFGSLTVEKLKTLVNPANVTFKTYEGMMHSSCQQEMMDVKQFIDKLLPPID
PAFAH1B3 FP inh = inhibitors of human PAFAH1B3. Q15102. recombinant PAFAH1B3, FP-rhodamine probe, fluorescence polarization. inhibition, % at 3.39 µM. hit rate 0.28% among 340,000;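 active = inhibition above the screen-wide average of all tested compounds plus 3 SD, cut at about 25% in these data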;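 also: 0% = enzyme with DMSO only and 100% = wells lacking PAFAH1B3 protein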
Target sequence (Q15102 whole entry, looked up): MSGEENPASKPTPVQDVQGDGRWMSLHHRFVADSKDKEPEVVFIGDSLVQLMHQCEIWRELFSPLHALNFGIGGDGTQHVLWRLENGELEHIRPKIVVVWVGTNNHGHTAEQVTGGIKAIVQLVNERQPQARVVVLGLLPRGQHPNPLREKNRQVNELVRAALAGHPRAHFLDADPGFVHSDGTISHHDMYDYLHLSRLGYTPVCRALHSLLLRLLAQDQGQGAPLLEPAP
ZTA counter = ZTA (EBV) inhibition in EBNA-1 counter-screen; ZTA-DNA binding, fluorescence polarization; hit rate 0.15% among 320,000; AID 2234; inhibition, % at 11 µM; in the data active = inhibition above about 33%
EBNA-1 inhibitor = blocks EBNA-1 binding to DNA; EBNA-1 DNA binding, fluorescence polarization; inhibition, % at 14.8 µM; hit rate 0.34% among 300,000; AID 1950; in the data active = inhibition above about 28%
PREPL inh = inhibitors of human prolyl oligopeptidase-like enzyme PREPL; hit rate 0.68% among 320,000; recombinant PREPL, fluorescence polarization activity-based probe; inhibition, % at 5.96 µM; AID 2751; in the data active = inhibition above about 43%;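 also: 0% = enzyme with DMSO and 100% = wells lacking enzyme; many of its hits are not listed in these tables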
Active calls of the source: *; / = not tested or not shown.

SMILES	PAFAH1B2 FP inh	LYPLA2 inh	pPAFAH inh	PAFAH2 FP inh	LYPLA1 inh	PAFAH1B3 FP inh	ZTA counter	EBNA-1 inhibitor	PREPL inh
CCOC(=O)C1CCN(C(=O)Cn2nc(C)n3nc(-c4ccc(CC)cc4)cc3c2=O)CC1	3.2	-5.6	2.0	0.9	-0.8	0.9	-13.6	-10.3	2.5
CCOC(=O)c1[nH]c2ccc(Br)cc2c1NC(=O)CCN1CCCC(C)(C)C1	3.1	-11.3	-2.7	0.5	-2.2	-3.1	4.1	-0.2	-15.5
COc1ccc(CC2CC(=O)N(c3ccc(C)cc3)C2=O)cc1 (configuration not stated)	5.0	4.4	-1.4	2.0	4.0	4.6	-19.3	3.9	-8.6
CCn1nc([N+](=O)[O-])c(C(C#N)c2nc3cc(C(F)(F)F)ccc3s2)c(Cl)c1=O (configuration not stated)	30.9*	17.4	79.6*	41.5*	0.5	14.9	1.1	4.1	35.2
COCC(=O)Nc1ccc(Nc2ccccc2)cc1	10.3	3.9	12.2	-4.7	-3.0	6.6	-1.1	-0.6	30.8
COc1ccccc1OCC(=O)NNC(=O)C1CCN(c2ncnc3sc(C)c(C)c23)CC1	2.7	-3.3	4.3	5.3	-3.2	4.2	14.8	/	-1.8
Cn1c(CN2CCN(C(=O)c3ccc(F)cc3)CC2)nc2cc([N+](=O)[O-])ccc21	1.4	0.5	0.2	-7.5	-4.2	-0.9	-0.9	-3.8	-2.0
CCOc1ccc(C2=CC(c3ccccc3)n3ncnc3N2)cc1 (configuration not stated)	-0.3	-4.2	-8.3	1.7	0.2	-0.9	-3.4	-5.1	-2.8
O=C(Nc1ccccc1)c1ccc(-n2cnnn2)cc1	5.4	5.5	2.4	7.5	-2.9	7.5	-14.5	-2.2	12.4
COC(=O)CCCC1=CC2=CC(=O)C(C)(OC(=O)c3cccs3)C(=O)C2=CN1CC1CC1 (configuration not stated)	-2.6	-1.7	2.3	-2.4	4.3	3.2	1.4	-5.1	25.4
Cc1cc2cc(CN3C(=O)c4ccccc4C3=O)ccc2[nH]1	-1.4	13.7	11.1	-4.1	2.8	4.5	-25.1	-2.6	24.7
Cc1sc(NC(=O)Nc2ccccc2)c(C(N)=O)c1C	2.2	5.6	15.5	5.8	5.1	11.3	-3.2	-0.2	6.2
COc1cc(S(=O)(=O)N2CCN3CCCC3C2)ccc1-n1cnnn1 (configuration not stated)	-3.0	4.7	-0.1	1.6	3.2	3.2	7.4	1.4	1.6
O=C(CCn1c(=O)oc2ccccc21)N1CCc2ccccc21	-1.2	-1.7	2.3	2.3	1.7	8.4	-1.1	2.3	-3.9
Cc1n[nH]c(=O)c2c(NC(=O)COC(=O)c3cccc(OC(F)F)c3)oc(C)c12	0.9	-0.7	-8.8	-4.2	-3.9	0.7	-6.4	-15.5	1.2
COc1ccc(Cl)cc1C(=O)NNC(=S)NC(=O)c1cc(-c2ccccc2)nc2ccccc12	0.7	-10.8	11.4	-2.5	-3.1	-8.9	-0.5	5.9	9.2
Cc1cc(N2C(=O)C3CC=CCC3C2=O)cc(C)c1Br (configuration not stated)	3.9	5.0	13.4	-2.5	-3.4	-1.2	4.3	2.2	0.1
Cc1cccc(NCC(=O)N/N=C\c2ccc[nH]2)c1	-0.5	-0.7	0.4	3.2	1.6	10.7	0.4	-1.2	23.5
CNC(=S)N1N=C(c2ccc(Br)cc2)CC1c1ccc(N(C)C)cc1 (configuration not stated)	5.6	-1.0	-7.8	-3.3	-3.0	2.9	-7.0	-16.4	47.5*
c1ccc2c(c1)nc(Nc1ccc(N3CCCCC3)cc1)c1nncn12	8.2	5.4	10.2	-4.2	-1.9	7.8	11.1	6.8	33.7

Some values from the list:
COc1cc(S(=O)(=O)N2CCN3CCCC3C2)ccc1-n1cnnn1 (configuration not stated) in PAFAH2 FP inh → 1.6
CCOc1ccc(C2=CC(c3ccccc3)n3ncnc3N2)cc1 (configuration not stated) in PREPL inh → -2.8

(more compounds)
SMILES	PAFAH1B2 FP inh	LYPLA2 inh	pPAFAH inh	PAFAH2 FP inh	LYPLA1 inh	PAFAH1B3 FP inh	ZTA counter	EBNA-1 inhibitor	PREPL inh
O=C(NCc1ccc(Cl)cc1)c1ccccc1CCc1ccccc1	15.8	-3.1	-2.1	-2.8	-3.2	-1.1	-10.6	31.0*	-60.6
O=c1c2ccccc2ncn1-c1ccccc1[N+](=O)[O-]	1.3	4.0	4.7	0.6	1.6	-0.8	-2.8	-2.6	2.7
Cc1ccc(OCC(=O)N/N=C\c2c(C)[nH]n(-c3ccccc3)c2=O)c([N+](=O)[O-])c1	0.4	-4.3	15.7	10.7	-0.5	7.0	-8.5	5.6	9.3
O=C1c2ccccc2NC2(CCCC2)N1N=C1CCCC1	-2.0	-4.0	-2.0	1.0	-2.1	6.1	5.9	6.5	4.9
Cc1cccc(C)c1NC(=O)c1sccc1SCC#N	4.7	-1.9	3.7	1.3	-2.8	-5.0	6.6	6.9	2.1
CCCn1c(SCC(=O)NC(=O)Nc2ccc(C)cc2C)n[nH]c1=O	2.0	-0.8	-3.9	7.7	-1.4	-3.2	8.1	2.8	10.6
Oc1ccc(Br)cc1C=Nc1ccc2[nH]ncc2c1	-6.2	-6.3	-2.0	0.1	-0.1	16.5	-9.0	-2.0	4.6
OC(CN1CCN(C(c2ccccc2)c2ccccc2)CC1)c1ccc(Br)cc1 (configuration not stated)	2.6	1.9	9.3	-0.8	-1.8	2.5	-9.6	3.3	9.1
Cc1ccc(N=c2ssnc2Cl)cc1	3.6	2.0	0.1	-10.9	0.8	-0.1	10.7	-5.8	2.1
O=C(Nc1ccccn1)[C@@H]1CCC(=O)N1C(=O)OCc1ccccc1	-2.0	2.2	-1.3	-3.0	1.1	11.1	3.4	3.7	-8.3
CCOc1cc(C(=S)N2CCOCC2)ccc1OC(=O)c1cccc(C)c1	-4.6	-0.5	4.8	1.7	-0.1	-0.4	0.1	6.1	27.6
CN(C)C(C)(C)/C=C/C(O)(c1ccccc1)c1ccccc1	3.3	-1.8	-3.3	-1.7	-2.0	4.9	-7.8	-2.6	15.4
CC1=NN(c2ccccc2)C(=O)C1c1ccccc1 (configuration not stated)	4.0	1.6	-6.3	3.1	-2.1	1.5	5.5	3.9	4.1
CSc1nc2ccc(S(=O)(=O)N3CCCCC3)cc2s1	0.7	-2.9	3.1	-4.1	1.1	7.5	6.8	0.7	6.7
CCCc1nnc(NC(=O)c2ccc(N3C(=O)C4C5C=CC(C5)C4C3=O)cc2)s1 (configuration not stated)	-5.2	1.5	1.4	0.0	2.4	5.3	-8.9	2.5	-1.0
CCOC(=O)CSc1n[nH]c(NC(=O)c2cccc(C)c2)n1	2.0	-0.4	3.9	-9.1	-1.0	8.2	-12.3	3.4	9.0
COc1ccccc1NC(=O)Nc1ccncc1	2.4	-3.6	6.5	-2.0	0.3	1.7	-2.0	0.0	5.1
C=CCNC(=O)COC(=O)CCC(=O)c1cccs1	4.6	4.7	3.8	2.0	1.0	4.8	-2.4	-2.2	-1.2
COc1ccc([C@H]2Cc3cc(O)cc(O)c3C(=O)O2)cc1O	-3.6	/	2.2	2.5	/	-1.9	/	/	10.4
O=C(N/N=C/c1ccccc1O)/C(=C/c1ccccc1)CCO	4.0	5.0	4.7	5.0	-0.2	1.3	-4.1	-7.9	2.4
CN(C)Cc1cc2ccccc2c2c1COC2	7.1	1.2	-0.6	3.9	2.8	-1.5	-1.6	5.1	3.9
O=[N+]([O-])c1ccc(CSc2nnc(Cc3ccccc3)o2)cc1	9.2	1.3	1.8	8.8	0.8	6.0	5.6	9.8	-3.4
CC(=O)CC(=O)Nc1ccccc1NC(C)=O	4.5	-2.9	-5.3	-0.7	-0.4	5.3	7.8	17.9	6.4
Cc1ccc(CNC(=O)CCC2CCCN(Cc3cc4ccccc4o3)C2)o1 (configuration not stated)	4.6	-1.4	13.0	-4.0	3.6	4.6	-8.1	1.8	6.9
Cc1c(CC(=O)O)c(=O)oc2c(C)c(OCc3nn[nH]n3)ccc12	0.8	-0.6	-1.2	1.5	3.3	2.3	-12.3	-0.9	-1.3
Cn1c(CN2CCN(C(=O)c3ccccc3Cl)CC2)nc2cc([N+](=O)[O-])ccc21	-1.7	-0.6	2.2	-0.7	-1.7	6.5	24.8	8.1	4.2
COc1ccc(N(C(=O)Cn2nnc3ccccc32)C(C(=O)NCc2ccco2)c2ccncc2)cc1 (configuration not stated)	8.1	3.6	2.7	-3.9	0.3	4.5	-0.4	0.1	-2.8
CN(CC(=O)Nc1ccc(N2CCOCC2)cc1)C(=O)c1cc2c(s1)CCCC2	1.2	8.3	-2.2	0.7	-0.4	3.3	-2.9	/	26.0
C=CCn1c(-c2ccc(OC)cc2)csc1=Nc1c(C)n(C)n(-c2ccccc2)c1=O	2.4	8.3	3.4	3.4	4.8	1.3	-0.5	-0.9	26.1
Cc1cc(C(C)(C)C)cc(S(=O)(=O)NCCO)c1C	11.3	-5.8	6.7	3.8	-1.6	2.1	-16.0	-8.4	1.2
NC(=O)C1=C[C@@H](c2ccc3c(c2)OCO3)C[C@@H](OCCCCO)O1	4.5	1.5	5.0	-2.9	-1.3	2.7	6.2	3.0	-4.7
CCCC(=O)Nc1c2c(nc3ccccc13)N(c1ccccc1)CC2	-2.6	0.7	-0.1	1.5	0.8	-3.3	-3.4	7.7	0.8
Cc1sc(NC(=O)c2cc3ccccc3oc2=O)c(C(=O)OC(C)C)c1-c1ccccc1	5.6	-1.4	0.1	-1.3	1.1	4.5	-4.0	10.6	-0.2
CCCNC(=O)c1ccccc1NC(=O)CN(c1ccccc1)S(=O)(=O)N(C)C	5.4	-3.2	-0.7	1.1	6.6	3.7	-15.7	-3.4	6.6
O=C1Nc2ccc(S(=O)(=O)N3CCCC3C(=O)O)c3cccc1c23 (configuration not stated)	1.7	10.8	2.0	-2.6	1.9	3.3	-7.4	0.2	3.5
Cc1ccc(S(=O)(=O)ON2C(=O)c3ccccc3C2=O)c(C)c1	-4.1	-1.0	4.0	6.5	1.6	-2.5	7.0	7.0	-8.2
Cn1c(=O)c2c(nc(CN3CCOCC3)n2CCCO)n(C)c1=O	2.2	4.0	-0.4	3.4	2.6	8.3	2.9	-3.1	-1.5
O=C(CC1C(=O)N(c2ccccc2)C(=S)N1c1ccccc1)c1ccccc1 (configuration not stated)	5.6	5.1	2.7	5.7	4.3	0.5	6.4	-0.2	-14.3
COc1ccc(NC(=O)CC(NCc2ccccn2)C(=O)O)cc1 (configuration not stated)	4.1	2.6	1.4	1.9	-3.1	6.6	-17.9	-9.0	8.3
Cc1ccc(NC(=O)NC2CCCN2S(=O)(=O)c2ccc(Cl)cc2)cc1 (configuration not stated)	-1.1	-3.6	-10.2	5.2	-0.5	5.1	5.5	-7.1	1.6
NC(=NC(=O)c1ccccc1)N1CCN(C(c2ccccc2)c2ccccc2)CC1	5.3	-5.6	1.3	-9.7	-3.1	-0.5	9.9	1.3	3.2
O=C1CSCN1c1cc(Cl)ccc1Cl	/	-1.5	2.9	/	-1.3	/	16.7	-4.9	-7.9
COC(C(=O)Nc1ccc(Br)cc1F)c1ccccc1 (configuration not stated)	-2.9	-6.0	-0.9	-9.9	1.5	11.8	-12.6	-17.0	11.7

Screening data (PubChem BioAssay)

Only part of the results is shown (hit frequency here may not be typical).
